High-throughput results as filed in PubChem.
B2AR arrestin – recruits beta-arrestin to the human beta2-adrenergic receptor; Potency, µM (top dose mostly 46.1 µM), for inactives: at the highest dose activation, most hits filed as activators; beta-arrestin recruitment to beta2AR, cell-based reporter; P07550; hit rate 0.02% among 330,000;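 also: potency is read from the fitted curve at half-maximal effect; 0% = DMSO controls and full agonism = EC100 isoproterenol or metaproterenol; nearly all actives have a fitted effect of over 65% in size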
Target sequence (P07550 whole entry, looked up): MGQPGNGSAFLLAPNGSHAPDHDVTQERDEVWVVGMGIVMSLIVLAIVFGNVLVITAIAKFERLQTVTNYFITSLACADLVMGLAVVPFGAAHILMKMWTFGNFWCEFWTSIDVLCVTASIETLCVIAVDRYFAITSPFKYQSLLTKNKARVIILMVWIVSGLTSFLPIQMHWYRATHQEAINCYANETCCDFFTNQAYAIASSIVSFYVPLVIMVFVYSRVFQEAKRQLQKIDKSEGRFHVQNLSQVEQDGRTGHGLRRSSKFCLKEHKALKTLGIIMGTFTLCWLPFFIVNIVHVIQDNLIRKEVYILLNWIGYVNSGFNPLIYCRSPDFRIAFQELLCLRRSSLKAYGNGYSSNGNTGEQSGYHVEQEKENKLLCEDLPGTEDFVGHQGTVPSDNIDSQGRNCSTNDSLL
USP2a block – inhibitors of human ubiquitin-specific protease USP2a; Potency, µM (doses to about 38.3 µM), for inactives: top-dose activity change, negative = inhibition, actives largely listed as inhibitors; AID 463254; O75604; USP2 core, Ub-CHOP2 coupled fluorogenic reporter, 485/531; hit rate 0.01% among 330,000;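 also: potency is read from the fitted curve at half-maximal effect; plate controls were DMSO wells for no effect and full inhibition by NEM control for full effect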
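Cell-free coupled assay: 10nM USP2 core preincubated 30min RT with compound in Tris-HCl pH 8.0/CaCl2/CHAPS buffer, then 25nM Ub-CHOP2 and 25nM reporter substrate; fluorescence (Ex 485/Em 531) read after 60min RT, normalized to NEM inhibition, concentration-response curves fitted.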
TRPV1 ag – human TRPV1 agonism. Q8NER1. TRPV1-expressing cells, Fluo-8 calcium influx, agonist mode. activation, % at 8.33 µM. hit rate 0.19% among 320,000. AID 540275; in the data active = activation above about 80%; inconclusive = between about 30% and that limit; also: 0% is about no effect
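Fluo-8 calcium influx in TRPV1-expressing cells, kinetic read (ex 480/em 520 nm). Compound added and read 3 min for agonist activity, followed by capsaicin at EC20 final and 2 min further read for enhancement.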
ELG1 genotoxic – induces genotoxicity in HEK293T cells with luciferase-tagged ELG1; HEK293T ELG1-luciferase reporter, luminescence, 16 h; Potency, µM (series often up to 46 µM), for inactives: top-dose activity change, positive = activation, actives largely listed as activators; hit rate 1.3% among 330,000; also: potency is read from the fitted curve at half-maximal effect; % of control where 0% means no effect; nearly all actives have a fitted effect of over 60% in size
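Screening used a luciferase reporter fused to human ELG1 in HEK293T cells. Luminescence was read on a CCD plate imager after 16 hr exposure and 30 min ONE-Glo incubation.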
Eya2 phos inh – inhibitors of human Eya2 phosphatase activity. O00167. Potency, µM (doses to about 76.9 µM), for the others: at the highest dose activity, negative = inhibition, most hits filed as inhibitors. hit rate 0.006% among 330,000. recombinant Eya2, OMFP fluorescence dephosphorylation (OMFP is methylfluorescein phosphate). AID 488837; also: potency is read from the fitted curve at half-maximal effect; % is scaled to controls: 0 for no effect and ±100 for the full control effect
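Eya2 (0.2 uM) preincubated 10 min at ambient with compound, then OMFP substrate added at 50 uM; 10 min reaction in 50 mM HEPES pH 7.5, 50 mM NaCl, 5 uM MgCl2, 0.05% BSA, 1 mM DTT. Fluorescence read at Ex 485/Em 525 nm.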
ASM inhibitor – blocks human secretory acid sphingomyelinase; P17405; placental ASM, HMU-PC fluorogenic substrate, 60 min; Potency, µM (doses to about 57.5 µM), for the others: at the top dose activity change, negative = inhibition, most hits filed as inhibitors; hit rate 0.006% among 340,000; also: potency is read from the fitted curve at half-maximal effect
Target sequence (P17405 47-631 limits assumed): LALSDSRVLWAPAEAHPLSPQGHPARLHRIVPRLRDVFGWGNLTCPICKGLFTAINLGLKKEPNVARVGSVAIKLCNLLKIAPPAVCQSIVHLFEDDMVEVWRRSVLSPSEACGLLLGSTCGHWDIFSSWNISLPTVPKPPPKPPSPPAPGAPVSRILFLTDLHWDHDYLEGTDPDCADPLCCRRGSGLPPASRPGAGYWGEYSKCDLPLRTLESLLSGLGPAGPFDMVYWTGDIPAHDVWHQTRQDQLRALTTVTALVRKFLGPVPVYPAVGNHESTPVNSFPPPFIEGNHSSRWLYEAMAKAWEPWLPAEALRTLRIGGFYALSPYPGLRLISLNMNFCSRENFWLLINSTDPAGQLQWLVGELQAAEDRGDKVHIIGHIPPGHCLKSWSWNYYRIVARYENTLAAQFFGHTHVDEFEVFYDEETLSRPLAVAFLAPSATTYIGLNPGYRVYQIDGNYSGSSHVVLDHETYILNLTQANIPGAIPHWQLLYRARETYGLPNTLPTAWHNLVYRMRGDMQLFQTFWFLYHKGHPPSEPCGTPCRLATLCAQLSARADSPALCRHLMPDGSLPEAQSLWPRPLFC
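qHTS format. ASM enzyme prepared from human placenta hydrolyses the fluorogenic substrate HMU-PC0 (9 uM final) over 60 min at 37 °C after a 10 min compound preincubation.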
BRCA1 expr up – activators of BRCA1 expression; MCF7-BRCA1-FFLuc reporter, luminescence, 48 h; response scale: scaled: vehicle 0%, 10 µM genistein 100%; Potency, µM (series often up to 46.1 µM), without a hit: at the highest dose activation, actives largely listed as activators; hit rate 1.1% among 380,000; AID 624202; also: potency is read from the fitted curve at half-maximal effect; nearly all actives have a fitted effect of over 80% in size; some results filed as inactive show a strong effect at the top dose
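MCF7-BRCA1-FFLuc cells, 2000/well in phenol-red-free MEM, attached 2 h then treated 48 h at 37 C. Luciferase luminescence read 15 min after reagent; normalized to genistein maximum activation (10microM) and DMSO, concentration-response fitted.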
uPA surface inh – cell surface uPA generation inhibition; hit rate 0.31% among 330,000; Potency, µM (titrated, usually from 38.3 µM), inactives show at the highest dose activity change, negative = inhibition, usual class: inhibitors; cell surface uPA generation assay, qHTS; active = well fitted inhibition curve with a large enough effect; inconclusive = small, poorly fitted or top-dose-only effect; inactive = no such curve, though single readings can be large or run the other way; tested in mouse RAW 264.7 cells; also: potency is read from the fitted curve at half-maximal effect; % is scaled to controls: 0 for no effect and ±100 for the full control effect; nearly all actives have a fitted effect of over 55% in size
Integrin act MD – activators of alpha7 integrin expression for muscular dystrophy; alpha7betagal myoblasts, beta-gal FDG fluorescence, 48 h; Potency, µM (doses to about 38.3 µM), without a hit: at the top dose activation, hits mostly activators; hit rate 0.064% among 350,000;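 also: potency is read from the fitted curve at half-maximal effect; 100% = response of the positive control SU9516; nearly all actives have a fitted effect of over 60% in size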
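alpha7betagal+/- myoblasts (passage 13, 250/well) treated 48 h at 37C with compounds at 1:260 dilution of DMSO stock. Lysed, then beta-galactosidase activity read as FDG fluorescence (ex 480/em 540) after 30 min, with pre-read for autofluorescence.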
p53 reactivator – re-activators of mutant p53 | AID 504706 | hit rate 0.063% among 320,000 | Potency, µM (highest dose often 92.2 µM), without a hit: top-dose activity change, positive = activation, usual class: activators | H1299 p53-A138V BP100-luciferase reporter, luminescence, 24 h; also: potency is read from the fitted curve at half-maximal effect; % of control where 0% means no effect; nearly all actives have a fitted effect of over 45% in size
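p53-null H1299 cells stably carrying temperature-sensitive p53-A138V and a BP100-luciferase reporter were pinned with compounds (4-point, 1:5 series) and held 24 hrs at 37 deg C. Luminescence was read 10 min after detection reagent.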
TSG101-PTAP inh – blocks PTAP/TSG101 interaction to inhibit HIV-1 budding; Q99816; Potency, µM (top dose mostly 115 µM), for the others: at the highest dose activity change, negative = inhibition, hits mostly inhibitors; 340,000 tested, under 10 active; Fluorescence polarization, FITC-PTAP peptide / Tsg101 binding; active = well fitted inhibition curve with a large enough effect in the main read-out, with a control signal flat, not every such curve was filed as active; inconclusive = small, poorly fitted or top-dose-only effect, or effect the other way, or a change in a side signal; inactive = no such curve, though single readings can be large or run the other way; also: potency is read from the fitted curve at half-maximal effect; % of control where 0% means no effect
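Tsg101 binding domain (10 uM final) was mixed with compound and a FITC-labeled PTAP peptide (50 nM final) in HEPES pH 7.5 buffer with NaCl, Tween 20, EDTA and TCEP; fluorescence polarization was read after 20 min at r.t.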
An asterisk follows results filed as active; ? = inconclusive; . = no result given; [ ] = dose if it differs, or a comment. Unless noted, calls follow the shape of the dose curve; as a rule, active = well fitted curve in the direction sought with a large enough effect; inconclusive = small, poorly fitted or top-dose-only effect, or another doubt; inactive = no such curve, though single readings can be large; an effect the other way counts as inactive or inconclusive. Compounds were not picked by outcome, and some 2.6% of all compounds hit somewhere here.

SMILES	B2AR arrestin	USP2a block	TRPV1 ag	ELG1 genotoxic	Eya2 phos inh	ASM inhibitor	BRCA1 expr up	uPA surface inh	Integrin act MD	p53 reactivator	TSG101-PTAP inh
COc1ccc(-c2cc(C(=O)Nc3ccc4c(c3)OCO4)no2)cc1OC	-0.2%	1%	2	18%	-22%	7%	0%	9%	-75%[inhibitor]	-1%	-2%
O=S(=O)(N1CCCCC1)n1c(Cc2ccccc2)nc2ccccc21	-0.2%	-1%	16	2%	3%	-7%	-4%	3%	-5%	-7%	0%
Cc1ccc(S(=O)(=O)NN2C(=O)/C(=C/c3cccnc3)SC2=S)cc1	0.5%	5%	2	-6%	12%	-1%	-4%	9%	-4%	-3%	-5%
Cc1nc2ccccc2cc1O	.	.	0	.	.	57%[activator]	40%	0%	4%	.	1%
Cc1cc(OCC(=O)N(C)Cc2ccccc2)ccc1Br	-0.2%	0%	11	8%	1%	-6%	25%	9%	?	15%	0%
O=C(CSc1nc(=O)n(CCCN2CCOCC2)c2c1CCC2)Nc1ccccc1F	0.1%	1%	5	-8%	-20%	7%	0%	-3%	-8%	-2%	-6%
Cc1cccc(NC2=NC(=S)N(c3cccc(C(=O)O)c3)C23CCCCC3)c1	0.0%	1%	-1	-1%	16%	3%	-34%	-9%	13%	8%	-5%
COc1cc(Br)c(S(=O)(=O)Nc2c(C)n(C)n(-c3ccccc3)c2=O)cc1OC	0.0%	3%	0	-1%	14%	5%	-1%	.	?	3%	-1%
CC[C@H](C)[C@H](NS(=O)(=O)c1ccc(C)cc1)C(=O)N1CCC(C(=O)N[C@@H](C)C(=O)O)CC1	0.0%	2%	-1	1%	19%	1%	16%	10%	5%	-1%	-1%
CCNC(=S)Nc1ccc(Oc2ccccc2)cc1	.	.	.	.	.	-2%	52%	1%	-20%	.	-1%
CC(C)NC(=S)N/N=C/C1=CCC2CC1C2(C)C (stereo unspecified)	-0.8%	-1%	22	-3%	-10%	0%	-18%	-5%	-18%	9%	-5%
CCCN(CCC)S(=O)(=O)c1cc2c(cc1Br)CCN2C(=O)CC	.	.	.	.	.	-6%	-41%	7%	-60%[inhibitor]	.	1%
COc1ccc(NCC(=O)N/N=C/c2cc([N+](=O)[O-])ccc2N2CCCC2)cc1	0.2%	4%	-4	-11%	4%	?	8%	-1%	16%	-4%	2%
COc1ccc(NS(=O)(=O)c2ccc(NS(=O)(=O)c3cccs3)cc2)c(OC)c1	-0.1%	-2%	3	-4%	-6%	5%	-8%	4%	-12%	-2%	-9%
CCOc1ccc(Br)cc1S(=O)(=O)Nc1nc(CN2CCOCC2)nc2sc(C)c(C)c12	-0.2%	2%	20	1%	15%	-1%	-26%	-3%	-4%	-3%	6%
Cc1ccc(CC(=O)Nc2nc3ccccc3[nH]2)cc1C	-0.4%	-1%	0	4%	19%	-1%	-9%	3%	-7%	19%	1%
CC1CCN(C(=O)C2CCCCN2S(=O)(=O)c2cccc([N+](=O)[O-])c2)CC1 (stereo unspecified)	-0.4%	1%	14	-1%	-13%	-3%	1%	13%	1%	8%	-2%
O=C(CSC1=NS(=O)(=O)c2cc(Cl)ccc2N1)NCCc1ccccc1	-0.3%	-1%	7	0%	-2%	-1%	-4%	12%	7%	9%	1%
Cc1ccc(S(=O)(=O)N2CCN(c3ccc(N4CCOCC4)nn3)CC2)cc1[N+](=O)[O-]	0.1%	-3%	3	0%	-25%	1%	-3%	3%	22%	5%	1%
COc1cc(C(=O)NCc2nnc(SCC(=O)Nc3nc4ccccc4s3)o2)cc(OC)c1OC	-0.1%	-2%	-2	8%	2%	-6%	51%	4%	6%	-8%	-1%
CC(C)(C)C(=O)NC(NC(=O)C(C)(C)C)c1ccc([N+](=O)[O-])cc1	0.2%	5%	1	0%	2%	2%	-14%	2%	-9%	10%	-3%
COc1ccc(CNC(=O)C/C(C)=N/NC(=O)c2ccc(OC)cc2OC)cc1	2.6%	-3%	3	1%	-3%	5%	24%	-3%	0%	8%	-3%
COc1ccc(C(=O)Nc2cccc3c2CCCC3)c(OC)c1	.	.	.	.	.	4%	0%	-1%	3%	.	-5%
O=C(Nc1nccs1)c1cccc(NC(=O)C2CC2)c1	-0.4%	3%	1	-7%	5%	-1%	27%	7%	21%	2%	-6%
COc1ccc(NC(=O)N(CCC(C)C)C(C)c2ccccn2)c(OC)c1 (stereo unspecified)	0.5%	-1%	.	-2%	-13%	3%	-7%	5%	18%	-6%	-1%

More results.
SMILES	B2AR arrestin	USP2a block	TRPV1 ag	ELG1 genotoxic	Eya2 phos inh	ASM inhibitor	BRCA1 expr up	uPA surface inh	Integrin act MD	p53 reactivator	TSG101-PTAP inh
Cc1ccc(S(=O)(=O)c2nc(NCc3ccc4c(c3)OCO4)sc2Cl)cc1	-0.3%	1%	0	-4%	14%	-5%	-26%	.	5%	7%	1%
O=C(Cc1ccc(Br)cc1)N(Cc1ccccc1)c1ccccn1	-0.1%	1%	10	-4%	2%	-2%	-5%	1%	17%	-3%	0%
CC1CCN(C(=O)c2ccc(S(=O)(=O)N3CCCCCC3)cc2)CC1	-0.1%	1%	.	-4%	2%	3%	12%	-2%	0%	1%	1%
COc1ccc2oc(C(=O)OCC(=O)NC3CCCCC3)c(C)c2c1	0.0%	-3%	18	?	-6%	0%	12%	2%	7%	7%	0%
Cc1cc(O)c(NC(=O)c2ccc(Br)o2)cc1C	0.0%	0%	?	?	-10%	-1%	-39%	1%	17%	?	-2%
O=C(Nc1ccc(Nc2ccccc2)cc1)N1CCOCC1	0.2%	2%	?	12%	2%	2%	21%	-28%	-9%	-13%	-9%
COc1cc(/C=C/C(=O)OCC(=O)NC(=O)NC2CCCC2)ccc1OCC#N	0.1%	0%	-1	2%	2%	-4%	-11%	-1%	-15%	2%	-3%
Cc1ccnc(N(C(=O)c2cccs2)C(=O)c2cccs2)c1	0.0%	2%	5	2.1µM*	6%	0%	73%	-14%	-4%	?	-8%
Cc1ccc(O)c(C(=O)CC(=O)c2ccc(C(C)(C)C)cc2)c1	0.1%	1%	21	-5%	13%	0%	-9%	14%	-1%	.	-6%
CCCCOC(=O)c1cc(=O)[nH]c2ccccc12	-0.2%	-2%	.	?	-4%	15%	-32%	-15%	-4%	-4%	-10%
O=C(CCNC(=O)c1ccc([N+](=O)[O-])cc1)NCc1ccco1	-0.2%	2%	0	-3%	5%	-2%	-4%	4%	-24%	3%	-1%
CCCc1cc(=O)oc2cc(C)cc(OCC(=O)NCc3ccccn3)c12	1.0%	0%	0	-2%	-4%	-2%	-5%	-4%	6%	35%	-3%
Cc1ccc([N+](=O)[O-])cc1NC1CC(O)C(CO)O1 (stereo unspecified)	-0.2%	4%	-2	0%	2%	3%	5%	-1%	-4%	1%	0%
COc1ccc(OC)c2sc(NC(=O)CCS(=O)(=O)c3ccccc3)nc12	.	.	.	.	.	-5%	-31%	7.1µM*	-29%	.	-3%
O=C1CC2c3ccccc3C1C1C(=O)N(CCc3ccccc3)C(=O)C21 (stereo unspecified)	-0.2%	2%	-1	0%	-2%	-3%	1%	5%	-7%	10%	-2%
CCOC(=O)NN1C(=O)c2ccccc2NC1c1cccc(O)c1 (stereo unspecified)	-0.5%	-7%	0	1%	-4%	34%[activator]	-17%	-4%	?	-7%	-1%
COc1ccc(CCN(C)CC(=O)Nc2cc(C)nc3ccccc23)cc1OC	0.2%	-4%	1	-12%	-7%	0%	-22%	-3%	-46%[inhibitor]	2%	-7%
CC(C)n1cc(/C=C2/NC(=O)NC2=O)c2ccccc21	0.2%	-1%	-8	23%	-4%	20%	-19%	2%	-23%	-1%	-3%
CCN(c1cccc(C)c1)S(=O)(=O)c1cnc[nH]1	0.1%	3%	3	0%	-5%	-1%	4%	18%	-8%	0%	-4%
CCOC(=O)c1cn(CC)c2cc3c(cc2c1=O)OCO3	0.0%	4%	-1	3%	-12%	5%	13%	13%	25%	-11%	.
CCOC(=O)c1c(NC(=O)CN2CCOCC2)sc2c1CC(C)(C)OC2	-0.2%	0%	-2	-8%	-2%	0%	-5%	3%	3%	-2%	-6%
O=[N+]([O-])c1ccc(-c2c(-c3ccccc3)ncc3cc(F)ccc23)cc1	-0.1%	1%	17	-8%	-6%	-15%	0%	?	-1%	7%	-1%
CCC(=O)N(c1ccc(C(=O)O)cc1)c1nc(-c2ccc(OC)cc2)c(C)s1	0.0%	-1%	-1	10%	-9%	9%	1%	-25%	-22%	5%	-7%
CCN(CC)C(=O)c1ccc(COc2ccc(Cl)c(C)c2)o1	0.5%	-2%	5	7%	-3%	-1%	66%	-2%	-32%	.	0%
